SNCA expr inh: reduces expression of the alpha-synuclein gene. HEK-293 SNCA-luciferase knock-in, luminescence, 24 h. Potency, µM (series often up to 57.2 µM), inactives show at the top dose activity change, negative = inhibition, actives largely listed as inhibitors. 0.17% of 140,000 active. AID 1671194;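 also: plate controls were DMSO cells for no effect and cell-free wells for full effect; nearly all actives have a fitted effect of over 45% in size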
HEK293 viab: counter-screen for SNCA expression inhibitors: cell viability | HEK-293-SNCA-luc viability, GF-AFC fluorescence, 24 h | Potency, µM (series often up to 57.1 µM), for the others: at the highest dose activity change, negative = cytotoxicity, actives largely listed as cytotoxic | 0.12% of 150,000 active | AID 1671193;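 also: 0% = DMSO-treated cells and -100% = medium-only wells without cells; nearly all actives have a fitted effect of over 30% in size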
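HEK-293-SNCA-luc cells (1500/well) plated 24 h, then exposed 24 h to a dilution series; GF-AFC added 30 min at 37C, fluorescence 405/540 nm; normalised to medium-only and DMSO wells, Hill fit.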
Active calls of the source: *; [ ] = dose if it differs, or a comment. Calls follow the shape of the dose curve; as a rule, active = well fitted curve in the direction sought with a large enough effect; inconclusive = small, poorly fitted or top-dose-only effect, or another doubt; inactive = no such curve, though single readings can be large; an effect the other way counts as inactive or inconclusive. Potency is read from the fitted curve at half-maximal effect.

The first 2 records as a preview:
How did COCC(=O)N1CCC2(CCCN(Cc3ccncc3)C2)CC1 do in these assays?
SNCA expr inh: -4%; HEK293 viab: 2%

How did CS(=O)(=O)N1CCC2(CC1)CN(Cc1ccncc1)C2 do in these assays?
SNCA expr inh: -7%; HEK293 viab: -1%

The list itself, repeating the preview:
How did COCC(=O)N1CCC2(CCCN(Cc3ccncc3)C2)CC1 do in these assays?
SNCA expr inh: -4%; HEK293 viab: 2%

How did CS(=O)(=O)N1CCC2(CC1)CN(Cc1ccncc1)C2 do in these assays?
SNCA expr inh: -7%; HEK293 viab: -1%

How did COc1ccc(NC(=O)N2CC3(CCN(C(=O)Oc4ccccc4)CC3)C2)cc1 do in these assays?
SNCA expr inh: 6%; HEK293 viab: inconclusive

How did O=C(Nc1ccccc1)N1CCC2(CC1)CCN(C(=O)Oc1ccccc1)CC2 do in these assays?
SNCA expr inh: -3%; HEK293 viab: -9%

How did O=C(Oc1ccccc1)N1CCC2(CCN(Cc3nccs3)CC2)CC1 do in these assays?
SNCA expr inh: -16%; HEK293 viab: 0%

How did O=C(c1ccco1)N1CCC2(CC1)CN(Cc1ccncc1)C2 do in these assays?
SNCA expr inh: 11%; HEK293 viab: inconclusive

How did O=C(Oc1ccccc1)N1CCC[C@@]2(CCN(Cc3ccccc3)C2)C1 do in these assays?
SNCA expr inh: 0%; HEK293 viab: 2%

What do the screens show for `O=C(c1ccco1)N1CCC[C@@]2(CCN(Cc3ccncc3)C2)C1`?
SNCA expr inh: -13%; HEK293 viab: -16%

How did COc1ccc(NC(=O)N2CCCC3(CCN(C(=O)Oc4ccccc4)CC3)C2)cc1 do in these assays?
SNCA expr inh: 16%; HEK293 viab: -10%

Results for O=C(Nc1ccccc1)N1CC[C@@]2(CCCNC2)C1 ?
SNCA expr inh: 23%; HEK293 viab: 3%

Results for CC(C)CN1CC2(CCN(C(=O)Oc3ccccc3)CC2)C1 ?
SNCA expr inh: 15%; HEK293 viab: 6%

What do the screens show for `CN1CC[C@@]2(CCCN(C(=O)c3csnn3)C2)C1`?
SNCA expr inh: -12%; HEK293 viab: -20%

The final 7 entries of the part before open the next one:
How did O=C(c1ccco1)N1CCC2(CC1)CN(Cc1ccncc1)C2 do in these assays?
SNCA expr inh: 11%; HEK293 viab: inconclusive

How did O=C(Oc1ccccc1)N1CCC[C@@]2(CCN(Cc3ccccc3)C2)C1 do in these assays?
SNCA expr inh: 0%; HEK293 viab: 2%

What do the screens show for `O=C(c1ccco1)N1CCC[C@@]2(CCN(Cc3ccncc3)C2)C1`?
SNCA expr inh: -13%; HEK293 viab: -16%

How did COc1ccc(NC(=O)N2CCCC3(CCN(C(=O)Oc4ccccc4)CC3)C2)cc1 do in these assays?
SNCA expr inh: 16%; HEK293 viab: -10%

Results for O=C(Nc1ccccc1)N1CC[C@@]2(CCCNC2)C1 ?
SNCA expr inh: 23%; HEK293 viab: 3%

Results for CC(C)CN1CC2(CCN(C(=O)Oc3ccccc3)CC2)C1 ?
SNCA expr inh: 15%; HEK293 viab: 6%

What do the screens show for `CN1CC[C@@]2(CCCN(C(=O)c3csnn3)C2)C1`?
SNCA expr inh: -12%; HEK293 viab: -20%

What do the screens show for `O=C(Oc1ccccc1)N1CCC2(CCCN(C(c3ccccc3)c3ccccc3)C2)CC1`?
SNCA expr inh: 1%; HEK293 viab: -14%

What do the screens show for `Cc1ccccc1-c1cncnc1NCCc1cnc[nH]1`?
SNCA expr inh: -27%; HEK293 viab: 0%

Results for CN1CCN(c2ncc3ncc(=O)n(C)c3n2)CC1 ?
SNCA expr inh: 6%; HEK293 viab: 0%

How did c1ccc(N2CC[C@@]3(CCCNC3)C2)cc1 do in these assays?
SNCA expr inh: 3%; HEK293 viab: inconclusive

What do the screens show for `c1csc(CN2CC[C@@]3(CCCNC3)C2)n1`?
SNCA expr inh: 0%; HEK293 viab: -9%

How did Cc1nc2cnc(N3CCNCC3)nc2n(C)c1=O do in these assays?
SNCA expr inh: 44%[activator]; HEK293 viab: 5%

Screens deposited in PubChem BioAssay by National Center for Advancing Translational Sciences (NCATS).

Not all compounds are listed, so the mix of outcomes need not match the whole.
